PNC inhibitor: High Content Assay for Compounds that inhibit the Assembly of the Perinucleolar Compartment | PC3M PTB-GFP, PNC prevalence imaging, 16 h; active compounds read low | activity change (PNC), negative = inhibition, % at 10 µM | 3.1% of 140,000 active | AID 2417, 2010;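 active = readout at or below -70, meaning at least 70% loss of cells showing the perinucleolar compartment, a nuclear body marking cancer cells; inconclusive = readout between -30 and a set limit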;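 also: plate controls were DMSO wells for no effect and camptothecin positive control wells for full effect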
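Compounds are pinned in duplicate onto adhered PC3M cells stably expressing GFP-tagged PTB and incubated 16 h at 37 C. Cells are then fixed, nuclei stained with Hoechst, and PNC-positive cells counted.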
IMPase cell inh: qHTS Assay for Identifying the Cell-Membrane Permeable IMPase Inhibitors; CHO-M1 cells, IP1 accumulation, HTRF TR-FRET ratio; Inositol monophosphatase 1 (Rattus norvegicus), P97697; AID 901, 2007; inhibition (IP1 accumulation), % at 46.1 µM; 120,000 tested, under 10 active; active = well fitted curve in the direction sought with a large enough effect in the signal ratio, not every such curve was filed as active; inconclusive = small, poorly fitted or top-dose-only effect, or a change in a side signal; inactive = no such curve, though single readings can be large or run the other way; the % refers to the signal ratio;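 also: cells stimulated with carbachol in lithium chloride buffer; plate controls were DMSO basal wells for no effect and reference inhibitor wells for full effect; higher means more IMPase inhibition seen as more IP1 and lower FRET ratio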
Target sequence (P97697 whole entry, looked up): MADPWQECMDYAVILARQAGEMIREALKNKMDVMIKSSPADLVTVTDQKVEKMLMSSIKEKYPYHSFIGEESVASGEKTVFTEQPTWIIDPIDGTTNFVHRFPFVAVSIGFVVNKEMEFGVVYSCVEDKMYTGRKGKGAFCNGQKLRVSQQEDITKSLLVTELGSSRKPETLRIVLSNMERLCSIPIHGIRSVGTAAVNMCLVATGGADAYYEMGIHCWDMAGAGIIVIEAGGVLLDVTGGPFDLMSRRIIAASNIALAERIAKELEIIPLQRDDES
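In this qHTS, compounds (final up to 46 uM) act on CHO-M1 cells that are then activated through the M1 receptor with carbachol, in pH 7.4 buffer containing 50 mM LiCl, for 30 min. IP1 accumulation is quantified by the IP-One immunoassay.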
12-hLO inh: qHTS Assay for Inhibitors of 12-hLO (12-human lipoxygenase); purified 12-hLO, xylenol orange hydroperoxide absorbance; AID 1452, 2008; Potency, µM (top dose mostly 57.1 µM), for the others: top-dose activity change, negative = inhibition, usual class: inhibitors; Polyunsaturated fatty acid lipoxygenase ALOX12 (Homo sapiens), P18054; 0.12% of 150,000 active; also: potency is read from the fitted curve at half-maximal effect; nearly all actives have a fitted effect of over 55% in size; many of its hits are not listed in these tables
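150 nM 12hLO, 25 mM Hepes pH 7.0 + 0.01% Triton X-100; cpd preinc 15 min RT; 40 uM arachidonic acid, 30 min RT; Fe-XO 30 min; A573/A405 ratio as read-out.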
ALOX15B inhib: qHTS Assay for Inhibitors of 15-hLO-2 (15-human lipoxygenase 2); 0.56% of 110,000 active; purified 15hLO-2, xylenol orange hydroperoxide absorbance; Potency, µM (highest dose often 57.1 µM), without a hit: at the top dose activity change, negative = inhibition, hits mostly inhibitors; also: potency is read from the fitted curve at half-maximal effect; nearly all actives have a fitted effect of over 60% in size; many of its hits are not listed in these tables
Target sequence (O15296 whole entry, looked up): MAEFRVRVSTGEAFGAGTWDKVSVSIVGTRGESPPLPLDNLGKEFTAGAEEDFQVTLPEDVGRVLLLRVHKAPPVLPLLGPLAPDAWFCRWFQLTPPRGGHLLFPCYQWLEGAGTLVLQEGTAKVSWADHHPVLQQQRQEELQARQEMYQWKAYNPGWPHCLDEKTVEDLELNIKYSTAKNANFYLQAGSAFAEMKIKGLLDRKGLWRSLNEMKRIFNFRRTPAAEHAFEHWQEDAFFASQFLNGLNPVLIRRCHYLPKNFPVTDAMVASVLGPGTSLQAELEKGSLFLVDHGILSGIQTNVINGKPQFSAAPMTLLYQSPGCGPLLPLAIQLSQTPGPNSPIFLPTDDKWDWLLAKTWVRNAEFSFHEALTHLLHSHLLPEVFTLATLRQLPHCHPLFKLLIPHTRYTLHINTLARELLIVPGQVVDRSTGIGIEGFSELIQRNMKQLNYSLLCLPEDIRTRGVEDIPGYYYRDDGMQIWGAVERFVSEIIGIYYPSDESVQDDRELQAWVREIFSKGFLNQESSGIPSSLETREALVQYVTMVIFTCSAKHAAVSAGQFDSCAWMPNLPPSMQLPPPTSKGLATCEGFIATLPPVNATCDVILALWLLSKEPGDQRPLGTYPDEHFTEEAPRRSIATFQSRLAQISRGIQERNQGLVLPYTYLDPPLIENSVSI
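Purified human 15hLO-2 (50 nM) preincubated 15 min with compound, then 45 uM arachidonic acid for 90 min at RT in 25 mM Hepes pH 7.5, 0.01% Triton X-100. Hydroperoxide detected by Fe-xylenol orange; 573/405 nm absorbance ratio.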
* = called active by the depositor; u = inconclusive; x = no result given; & = joins results of further samples; [ ] = dose if it differs, or a comment. Unless noted, calls follow the shape of the dose curve; as a rule, active = well fitted curve in the direction sought with a large enough effect; inconclusive = small, poorly fitted or top-dose-only effect, or another doubt; inactive = no such curve, though single readings can be large; an effect the other way counts as inactive or inconclusive. Unless noted, % is scaled to controls: 0 for no effect and ±100 for the full control effect. Not all compounds are listed (hit frequency here may not be typical).

Values run as follows: PNC inhibitor, IMPase cell inh, 12-hLO inh, ALOX15B inhib
CCOc1ccc(-c2nnc3sc(COc4ccc(Cl)cc4)nn23)cc1
 : 51, -5, 3%, 1%
COC(=O)CNC(c1ccccc1)c1cc(C)ccc1NC(=O)c1cccc(Cl)c1 (stereo not given)
 : u, x, 1%, x
COC(=O)c1oc2ccc(Cl)cc2c1-n1cccc1
 : 50, 27, 1%, 9%
CC(=O)Nc1c2c(nn1-c1cccc(Cl)c1)CS(=O)C2 (stereo not given)
 : -10, -4, 1%, -4%
CCOCCCNC(=O)C(NC(=O)c1cnccn1)c1ccc(OC)cc1 (stereo not given)
 : 18, -4, -7%, -2%
O=C(O)CCCNC(=O)C(c1ccccc1)c1ccccc1
 : 9&2, x, 4%&0%, x
O=C(NCc1nnc(SCc2ccc(F)cc2)n1-c1ccc(F)cc1)C12CC3CC(CC(C3)C1)C2
 : -18, 23, 0%, x
CCC(N=c1cc(-c2ccc(OC)cc2)oc2ccc(C)cc12)C(=O)O (stereo not given)
 : u, x, -2%, x
COc1cc(/C=C(\C#N)c2ccccn2)ccc1OCC(=O)Nc1c(Cl)cccc1Cl
 : 7, x, -3%, x
COc1ccc(NC(=O)CN2c3cccc4cccc(c34)S2(=O)=O)cc1
 : 12, -2, -3%, -16%
COc1ccc(NC(=O)CCn2nnc(-c3ccc(C)cc3)n2)cc1OC
 : u, 0[0.369 µM], -9%, x
CC(=O)NS(=O)(=O)c1ccc(NS(=O)(=O)c2ccc(F)cc2)cc1
 : -6, -5, -2%, -2%
Cc1nn(-c2ccccc2Cl)c(Cl)c1/C=N/Nc1cccc(C(=O)O)c1
 : -23, -1, -6%, x
Cc1nc2c(C(=O)NCCc3ccccc3)c[nH]n2c(=O)c1Cl
 : u, 7, -6%, -2%
Cc1cc(C)c2c(N)c3cccc(C)c3nc2n1
 : -92*, x, 0%, x
COc1ccc(NC(=O)C(c2ccc(OC)cc2)N(C)C(=O)CNC(C)=O)cc1 (stereo not given)
 : 33, 11, 14%, 3%
N/C(=N/O)C(c1ccccc1)c1ccccc1
 : 3, x, 6%, x
O=S(=O)(NCc1csc(-c2ccccc2)n1)c1ccc(Cl)s1
 : 94, -16, -1%, x
CCOC(=O)N1CCN(C(=O)CN(c2ccc(C)cc2)S(=O)(=O)c2c(C)noc2C)CC1
 : u, -1, -2%, 0%[2.29 µM]
CCOC(=O)C(=CNc1ncccc1C)C(=O)OCC
 : -6, 4, -2%, 18%

The list goes on, starting with the last 3 of the part before.
Values run as follows: PNC inhibitor, IMPase cell inh, 12-hLO inh, ALOX15B inhib
O=S(=O)(NCc1csc(-c2ccccc2)n1)c1ccc(Cl)s1
 : 94, -16, -1%, x
CCOC(=O)N1CCN(C(=O)CN(c2ccc(C)cc2)S(=O)(=O)c2c(C)noc2C)CC1
 : u, -1, -2%, 0%[2.29 µM]
CCOC(=O)C(=CNc1ncccc1C)C(=O)OCC
 : -6, 4, -2%, 18%
O=C(c1c(F)c(F)c(F)c(F)c1F)N1CCN(c2cccc(C(F)(F)F)c2)CC1
 : 39, 1, 5%, 1%
O=C1CC(=O)N(c2ccccc2)N1c1ccccc1
 : u, x, -11%, x
COc1ccc2[nH]c(C)c(CCNc3ccc(C(F)(F)F)cc3[N+](=O)[O-])c2c1
 : 10, x, -4%, x
COc1ccc(N2CCN(c3oc(-c4ccccc4OC)nc3C#N)CC2)cc1
 : u, -9[1.84 µM], 6%, -2%[11.4 µM]
O=C(CSc1nnnn1-c1cccc(F)c1)Nc1nc2ccccc2s1
 : 43, 4, 1%, x
O=C(Nc1ccc(F)cc1)N1CCC(c2nc3c(nnn3Cc3cccc(Cl)c3)c(=O)[nH]2)CC1
 : 19, 5, -11%, 3%
O=C(NCc1ccco1)C1CCC(N2C(=O)c3ccccc3C2=O)CC1 (stereo not given)
 : -15, u, 2%, -19%
O=C(O)Cn1cc2c(n1)CCCC2
 : u, 2, 1%, -3%
Cc1ccc(NC(=O)C2CCCN2C(=O)Oc2ccccc2)cc1C (stereo not given)
 : -15, 2, 3%, 5%
COc1c(C(=O)NCCSC(C)(C)C)ccc2ccccc12
 : 39, x, 0%, x
COC(=O)c1cn(NC(=O)/C=C/c2cc(OC)ccc2OC)c(=O)c2ccccc12
 : u, x, -1%, x
Fc1cccc(C2NN=C(c3ccccc3)S2)c1 (stereo not given)
 : -6, x, 0%, x
CCn1c(CNc2ccc(Cl)cc2)nnc1SCc1ccc(C)cc1
 : -15, 8, -17%, x
CC(C)Sc1nc(N)nc(-c2cccs2)c1C#N
 : 10, -8[1.84 µM], -3%, 4%[11.4 µM]
O=C(NCCNS(=O)(=O)c1ccc(Cl)cc1)c1cc(OCC(F)(F)F)ccc1OCC(F)(F)F
 : -12, 1, 0%, 0%
CCOC(=O)CSc1nnc(CNC(=O)c2cccs2)n1-c1cccc(C)c1
 : 13, -12, 2%, 4%
COC(=O)Cn1c(CN2CCC(Cc3ccccc3)CC2)nc2c1c(=O)n(C)c(=O)n2C
 : 20, 7, 2%, -1%
CC1(C)CC(CCNC(=O)c2ccc(-n3cnnn3)cc2)CC(C)(C)N1
 : u, 0, 3%, 3%
Cn1cccc1Cc1nnc(SCC(=O)Nc2ccc3c(c2)OCCO3)n1CCc1ccccc1
 : u, 1, 6%, -14%
O=C1c2ccccc2C(=O)N1CSc1nnnn1-c1ccccc1
 : -12, -4, 1%, 1%
NC(=O)CCCCC(=O)OCCCc1cccs1
 : u, -12, -2%, -2%
Cc1[nH]c(=O)[nH]c(=O)c1NC(=O)c1sc2nc3c(C)cccc3cc2c1N
 : -3, x, -7%, x
CC12CCCCC1c1ccccc1C(=NCC(=O)O)N2 (stereo not given)
 : -6, -3, 1%, -3%
CCOc1cc(CNCc2ccncc2)cc(Cl)c1OC
 : -10, x, -1%, x
N#CCSc1ncccc1-c1nc2ccccc2[nH]1
 : 288, 2, -5%, x
Cc1ccc2oc(=O)c3cnn(CC(=O)N(CCN(C)C)Cc4ccco4)c3c2c1
 : -11, -1, 4%, 10%
Cc1ccc(OC(=S)Nc2ccc(O)cc2)cc1
 : u, 6, 4%, x
Cc1ccc(-n2nnnc2-c2cnn(-c3ccc(F)cc3)c2C(F)(F)F)cc1
 : 21, u, 6%, x
COc1ccc(NC(=O)C2CCCN(S(=O)(=O)c3cccc4cccnc34)C2)cc1 (stereo not given)
 : -29, 2, 0%, 4%
CC(=O)NCCn1c(SCc2ccccc2F)nc2ccccc2c1=O
 : 42, -7, 0%, -4%
CCOC(=O)/C=C1\SCC(=O)N1CC(=O)Nc1ccccc1OC(F)F
 : -21, -1, -5%, 0%
CC(=O)c1cccc(NC(=O)NCc2ccccn2)c1
 : u, -7, -3%, 6%
C(=N\Nc1ccc(-n2ccnc2)nn1)/c1ccccc1
 : u, -10, 5%, 33%[activator]
Cc1ccc(-n2nc(-c3ccc(N)cc3)cc2N)cc1
 : -22, 2, 0%, x
COc1ccc(Sc2ccc(/C=C3\C(=O)NN(c4ccccc4)C3=O)o2)cc1
 : 39, x, u, x
CCCCNC(=O)CSc1nc2ccc(N3CCOCC3)cc2c(=O)n1CCc1ccccc1
 : u, -10, -4%, x
Cc1ccc(C(=O)N/N=C/C2=Cc3ccccc3OC2C)cc1 (stereo not given)
 : -1, 1, -2%, x
Cn1c(C(=O)N2CCCC2)cc2c(=O)n(C)c3ccccc3c21
 : -2, 2, 1%, -3%
Cc1ccc(Br)cc1S(=O)(=O)N1CCN(c2ccccc2)CC1
 : u, 12, -3%, -2%
O=C(NCCc1ccccc1)c1cccnc1N1CCCCCC1
 : 17, 3, -3%, -3%
CC(C)CNC(=O)COC(=O)c1ccc([N+](=O)[O-])cc1Cl
 : 80, x, -4%, x
O=C(CNC(=O)c1ccccc1)NCC(=O)OCc1ccc(Cl)cc1
 : 69, 4, -9%, 2%
CN(CCCCCNC(=O)/C=N/O)Cc1ccccc1
 : u, 1, -2%, x
Cc1ccc(NCc2nnc(SCC(=O)Nc3cccc(O)c3)n2CC2CCCO2)c(C)c1 (stereo not given)
 : u, -4, -5%, -7%
O=C(COc1ccc(/C=N/NS(=O)(=O)c2ccccc2)cc1)Nc1cccc(Cl)c1
 : -18, 5, -14%, 0%
Cc1nc(CSc2nc3[nH]ncc3c(=O)n2-c2ccccc2)cs1
 : -18, 15, -3%, -2%
CCCN(CCC)C(=O)c1c(NC(=O)CC)sc2c1CCCCC2
 : u, 1[0.369 µM], -6%, x
COc1cc2oc(=O)cc(-c3ccc(-c4ccc(C)cc4)cc3)c2c(OC)c1OC
 : x, x, -1%[0.00818 µM], -5%[0.0915 µM]
COc1ccc(OC)c(N(CC(=O)N2CCC(C)CC2)S(=O)(=O)c2ccccc2)c1
 : 26, 4, 2%, -3%
COc1ccc(S(=O)(=O)N2CCN(S(=O)(=O)c3ccc(C(F)(F)F)cc3)CC2)cc1C
 : -1, -14, 0%, -1%
COC(=O)COc1ccc(/C=N/NC(=O)c2ccc(N(Cc3ccccc3)S(C)(=O)=O)cc2)cc1
 : -28, -28, -2%, x
NC[C@H](O)C1CCCCCCC1
 : x, -11, 5%, 18%
Cc1cccc(N(CC(=O)N=Nc2c(O)[nH]c3ccccc23)S(C)(=O)=O)c1C
 : 5, 7, 2%, -1%
COc1ccc2c(=O)c3c(=O)n(Cc4ccco4)c(C(C)C)nc3oc2c1
 : -18, -4, -1%, x
Cc1cccc(-n2nnnc2SCn2nnc3ccccc3c2=O)c1
 : -13, 7, -6%, 2%
COCCCN1C(=O)c2ccc(C(=O)Nc3ccc(OC)cc3)cc2C1=O
 : -14, -4, -5%, -1%
O=C(O)CCCCCNS(=O)(=O)c1c(Cl)cccc1Cl
 : u, 1, 4%, -2%
O=C(NC1CC1)C1CCN(c2ncnc3c2sc2cccc(F)c23)CC1
 : 21, -2, -3%, 8%
CC(=O)n1c2ccccc2c2nc(NC(C)C)sc21
 : 42, 19, -8%, u
CC1CN(C(=O)c2ccn(C)n2)CC(C)O1 (stereo not given)
 : 3, x, 1%, x

(continued)
Values run as follows: PNC inhibitor, IMPase cell inh, 12-hLO inh, ALOX15B inhib
O=C(CSCc1ccccc1Cl)Nc1ccc2c(c1)OCCO2
 : 43, -1, 2%, -7%
CCCc1ccc(C(=O)CCC(=O)O)cc1
 : -96*, -9, 3%, -11%
COc1c(Br)cc(C(N)=O)cc1OCc1ccccc1
 : -26, x, -1%, x
COC(=O)CC1C(=O)NCCN1C(=O)Nc1ccc(Cl)cc1 (stereo not given)
 : u, 2, -1%, -5%
COC(=O)COc1cc(OCC(=O)OC)c2c(C)c(Cl)c(=O)oc2c1
 : 21, x, -1%, x
COC(=O)c1ccc(/C=N/OCC(=O)NC2CCCC(C)C2C)cc1 (stereo not given)
 : 11, 2, 1%, 1%
Cc1ccc(Oc2cc(NC(=O)CCCn3nc([N+](=O)[O-])cc3C)cc([N+](=O)[O-])c2)cc1
 : 10, x, -5%, x
COCCNC(=O)C1CC(c2ccccc2[N+](=O)[O-])=NO1 (stereo not given)
 : 36, 1, 4%, 6%
CCN(CC)c1ccc2c(C)c(-c3ccc(N)cc3)c(=O)oc2c1
 : u, -2, -2%, -8%

Screens (PubChem)
